Screens (PubChem BioAssay)
RORgamma inh: ROR gamma (mouse) transcription inhibition; P51450; Drosophila S2 Gal4-RORgamma UAS-luciferase reporter, 20 h; Potency, µM (doses to about 53.6 µM), for inactives: top-dose activity change, negative = inhibition, usual class: inhibitors; 310,000 tested, 5.4% active; AID 2551; also: potency is read from the fitted curve at half-maximal effect; % is scaled to controls: 0 for no effect and ±100 for the full control effect; nearly all actives have a fitted effect of over 60% in size
Target sequence (P51450 whole entry, looked up, the tested form may be a part): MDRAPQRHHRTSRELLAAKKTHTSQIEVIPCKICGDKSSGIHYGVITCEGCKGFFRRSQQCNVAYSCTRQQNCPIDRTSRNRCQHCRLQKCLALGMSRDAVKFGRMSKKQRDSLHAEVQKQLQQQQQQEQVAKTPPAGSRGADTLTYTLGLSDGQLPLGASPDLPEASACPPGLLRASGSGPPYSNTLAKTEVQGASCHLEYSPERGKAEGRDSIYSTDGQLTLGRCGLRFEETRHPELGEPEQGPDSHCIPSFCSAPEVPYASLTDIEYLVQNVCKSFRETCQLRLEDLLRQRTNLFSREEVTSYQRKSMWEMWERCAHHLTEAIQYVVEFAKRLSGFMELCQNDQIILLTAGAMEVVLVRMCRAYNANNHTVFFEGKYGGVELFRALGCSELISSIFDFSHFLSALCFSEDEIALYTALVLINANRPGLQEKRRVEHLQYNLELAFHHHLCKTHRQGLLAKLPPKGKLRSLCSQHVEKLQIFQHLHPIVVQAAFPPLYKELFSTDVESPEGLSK
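Luminescence from a UAS-regulated Photinus luciferase reporter in stably transfected Drosophila Schneider cells is measured; decreased signal marks ROR gamma inhibition. Fusion expression is induced by 700 uM copper sulfate for 20 hr.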
PKM2 act: activators of human pyruvate kinase M2; purified PKM2, Kinase-Glo ATP luminescence, activation; response scale: 0% is enzyme alone, no compound; Potency, µM (doses to about 57.5 µM), inactives show top-dose activation, most hits filed as activators; P14618; AID 1631; 260,000 tested, 0.34% active; also: potency is read from the fitted curve at half-maximal effect; % is scaled to controls: 0 for no effect and ±100 for the full control effect; nearly all actives have a fitted effect of over 55% in size
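ATP formation by purified human PK-M2, quantified via coupled luciferase luminescence after 1 h at room temperature with 0.1 mM ADP and 0.5 mM PEP final.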
p53 reactivator: restores transcriptional activity of mutant p53; AID 504706; 320,000 tested, 0.063% active; Potency, µM (titrated, usually from 92.2 µM), for the others: top-dose activity change, positive = activation, usual class: activators; H1299 p53-A138V BP100-luciferase reporter, luminescence, 24 h; also: potency is read from the fitted curve at half-maximal effect; % of control where 0% means no effect; nearly all actives have a fitted effect of over 45% in size
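H1299 (p53-null), stable ts p53-A138V + BP100-Luc; 1000 cells/well, Opti-MEM/10% FBS; cpd 4 pt, 1:5; 24 h, 37 deg C, 5% CO2; detection reagent 10 min RT; luminescence.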
NPC1 promoter act: NPC1 promoter activation; Potency, µM (series often up to 9.22 µM), for the others: at the highest dose activation, most hits filed as activators; AID 485313; Huh7 NPC1 promoter luciferase reporter, 24 h; 320,000 tested, 2.4% active;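 also: potency is read from the fitted curve at half-maximal effect; % of control where 0% means no effect; nearly all actives have a fitted effect of over 60% in size; reporter is driven by a mutant NPC1 promoter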
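Luminescence read-out of NPC1 promoter-driven luciferase in stably transfected Huh7 cells; compounds delivered in DMSO and left 24 h at 37C, 5% CO2, qHTS titration format.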
Rab9 promoter act: Rab9 promoter activation; Huh7 Rab9 promoter-luciferase reporter, luminescence, 24 h; Potency, µM (highest dose often 9.22 µM), for inactives: at the highest dose activation, negative = inhibition, hits mostly activators; 320,000 tested, 2.8% active; also: potency is read from the fitted curve at half-maximal effect; % of control where 0% means no effect; nearly all actives have a fitted effect of over 60% in size
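Cells were plated at 1500 per well in reduced-serum medium with 10% FBS and left 2 h. Compound in DMSO was then added for 24 h at 37 °C. Reporter signal was read by luminescence after 10 min with luciferase detection reagent.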
Giardia kill: kills Giardia lamblia. activity change, % at 7.66 µM, hits read low. Giardia lamblia trophozoite viability. AID 540267. 340,000 tested, 0.15% active; in the data active = activity change below about -80%; inconclusive = between about -30% and that limit;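 also: parasites exposed to compound for two days anaerobically before the ATP read; % is scaled to controls: 0 for no effect and ±100 for the full control effect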
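ATP-content bioluminescence gauges trophozoite survival. Cells (100/well) receive compound and incubate anaerobically for 48 hrs at 37 deg C; detection reagent follows for 15-30 min at room temperature.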
FLuc modulator: firefly luciferase modulation, counter-screen for miR-21 project | P08659 | purified FLuc, Km substrates, luminescence inhibition | Potency, µM (series often up to 57.5 µM), for the others: at the top dose activity change, negative = inhibition, actives largely listed as inhibitors | 360,000 tested, 6.9% active;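 also: potency is read from the fitted curve at half-maximal effect; plate controls were vehicle for no effect and reference inhibitor for full effect; nearly all actives have a fitted effect of over 55% in size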
Target sequence (P08659 whole entry, looked up): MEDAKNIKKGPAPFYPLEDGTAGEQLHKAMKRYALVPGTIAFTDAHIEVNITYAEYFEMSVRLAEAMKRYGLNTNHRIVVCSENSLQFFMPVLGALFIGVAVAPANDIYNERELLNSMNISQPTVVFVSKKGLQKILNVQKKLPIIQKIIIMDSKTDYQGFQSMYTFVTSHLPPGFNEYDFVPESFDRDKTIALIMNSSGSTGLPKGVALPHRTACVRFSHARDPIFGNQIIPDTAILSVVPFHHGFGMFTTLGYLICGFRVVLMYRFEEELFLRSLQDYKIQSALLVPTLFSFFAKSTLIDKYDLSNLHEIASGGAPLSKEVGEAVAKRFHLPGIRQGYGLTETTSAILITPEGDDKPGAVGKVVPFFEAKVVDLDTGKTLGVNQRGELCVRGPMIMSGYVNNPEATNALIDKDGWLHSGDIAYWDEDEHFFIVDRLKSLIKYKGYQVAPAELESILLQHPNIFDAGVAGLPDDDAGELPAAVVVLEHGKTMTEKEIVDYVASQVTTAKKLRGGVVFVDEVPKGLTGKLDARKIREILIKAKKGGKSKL
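Biochemical qHTS of compounds, final roughly 60 µM downward over six points, against 10 nM purified firefly luciferase using Km concentrations of substrates (10 uM D-luciferin, 10 uM ATP) in Tris acetate pH 7.5 buffer; luminescence output.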
ELG1 genotoxic: induces genotoxicity in HEK293T cells with luciferase-tagged ELG1; HEK293T ELG1-luciferase reporter, luminescence, 16 h; Potency, µM (doses to about 46 µM), inactives show top-dose activity change, positive = activation, actives largely listed as activators; 330,000 tested, 1.3% active; AID 504466; also: potency is read from the fitted curve at half-maximal effect; % of control where 0% means no effect; nearly all actives have a fitted effect of over 60% in size
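Cells (2,000/well) expressing the ELG1-luciferase fusion are dosed by pin tool and kept 16 hr at 37 °C, 5% CO2. Signal comes from ONE-Glo luciferase reagent after 30 min at room temperature.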
Menin-MLL TR inh: menin-MLL binding inhibition, Texas Red mutant peptide; Menin + Texas Red MLL mutant peptide, fluorescence polarization; 270,000 tested, 0.23% active; Potency, µM (titrated, usually from 61.6 µM), for inactives: top-dose FP activity change, negative = inhibition, usual class: inhibitors; O00255; active = well fitted inhibition curve with a large enough effect in the polarisation, with a control signal flat, not every such curve was filed as active; inconclusive = small, poorly fitted or top-dose-only effect, or effect the other way, or a change in a side signal; inactive = no such curve, though single readings can be large or run the other way; the % refers to the polarisation; also: potency is read from the fitted curve at half-maximal effect; % of control where 0% means no effect; many of its hits are not listed in these tables
VP16 counter: counter-screen for ROR gamma inhibitors: Gal4-VP16 reporter | Drosophila S2 Gal4-VP16 UAS-luciferase, luminescence, 20 h | Potency, µM (top dose mostly 53.6 µM), for the others: top-dose activity, negative = inhibition, most hits filed as inhibitors | 310,000 tested, 3.5% active;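 also: Gal4-VP16 expression switched on by copper sulfate through the metallothionein promoter; potency is read from the fitted curve at half-maximal effect; % is scaled to controls: 0 for no effect and ±100 for the full control effect; nearly all actives have a fitted effect of over 50% in size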
BRCA1 expr up: activators of BRCA1 expression; MCF7-BRCA1-FFLuc reporter, luminescence, 48 h; response scale: scaled: vehicle 0%, 10 µM genistein 100%; Potency, µM (highest dose often 46.1 µM), for the others: top-dose activation, most hits filed as activators; 380,000 tested, 1.1% active; AID 624202; also: potency is read from the fitted curve at half-maximal effect; nearly all actives have a fitted effect of over 80% in size; some results filed as inactive show a strong effect at the top dose
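Activators of BRCA1 expression were detected as increased firefly luciferase luminescence in engineered MCF7 cells after 48 h compound incubation. Signals were scaled to genistein 10 microM as full activation.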
Active calls of the source: *; ? = inconclusive; . = no result given; & = joins results of further samples; [ ] = dose if it differs, or a comment. Unless noted, calls follow the shape of the dose curve; as a rule, active = well fitted curve in the direction sought with a large enough effect; inconclusive = small, poorly fitted or top-dose-only effect, or another doubt; inactive = no such curve, though single readings can be large; an effect the other way counts as inactive or inconclusive.

SMILES	RORgamma inh	PKM2 act	p53 reactivator	NPC1 promoter act	Rab9 promoter act	Giardia kill	FLuc modulator	ELG1 genotoxic	Menin-MLL TR inh	VP16 counter	BRCA1 expr up
O=C(CSc1nnc(CNC(=O)c2c(F)cccc2F)o1)c1ccccc1	4%	0%	12%	-2%	0%	-14	-9%	-3%	-1%	-2%	-6%
CN(C)[C@@H]1C(=O)C(C(=O)NCN2CCCC2)=C(O)[C@@]2(O)C(=O)C3=C(O)c4c(O)cccc4[C@@](C)(O)C3CC12 (some centres undefined)	-15%	?	-3%	-4%	-3%	.	?	0%	.	3%	.
CCC(=O)N1CCN(c2ccc(NC(=O)c3ccco3)cc2Cl)CC1	.	-1%	.	14%	24%	10	-17%	1%	2%	.	46%
COc1ccc(-n2nc(C)cc2N)cc1	-3%	0%	4%	0%	-1%	3	-4%	0%	-12%	0%	13%
Cn1nccc1C(=O)N/N=C/c1cccnc1	-6%	-16%	1%	1%	-5%	-6	-15%	-1%	.	-5%	-26%
CCOC(=O)c1c(C)[nH]c(C(=O)CSc2nnc(CC(C)c3ccccc3)o2)c1C (centres undefined)	5%	-1%	-2%	-4%	-13%	2	2%	-2%	-12%	-6%	-45%
COc1ccc(Br)cc1/C=N/NC(=O)c1cc(Br)ccc1O	-8%	2%	3%	-1%	-2%	.	?	0%	12%	-9%	.
CCCc1nc(N)nc2c1C(=O)CC(C)(C)C2	16%	-5%	-4%	-2%	2%	-8	2%	0%	9%	-1%	-34%
Cn1c(CN2CCCC2)nc2cc(NS(=O)(=O)c3ccc(Cl)cc3)ccc21	-17%	8%	-3%	1%	-2%	13	0%	1%	-10%	-9%	-17%
Brc1cccc(-c2nnc3n2CCCCC3)c1	-11%	-5%	12%	-3%	-3%	-14	-1%	-4%	-5%	-1%	-10%
CCC(=O)Nc1ccc(-c2nn3c(C)nnc3s2)cc1C	38%	-1%	14%	10%	18%	9	-1%	?	9%	4%	1%
CC1CCCCN1S(=O)(=O)c1ccc2c(c1)CCN2C(=O)CCC(=O)O (centres undefined)	-13%	-1%	0%	-6%	2%	3	9%	2%	2%	2%	-3%
O=C(Nc1ccc2c(c1)OCO2)C1CC(c2ccc(F)cc2)=NO1 (centres undefined)	7%	-4%	-1%	-2%	-5%	31[activator]	-4%	12%	0%	12%	-2%
O=C(COc1ccc([N+](=O)[O-])cc1)N/N=C/c1cc([N+](=O)[O-])ccc1N1CCOCC1	?	1%	-26%	-3%	1%	15	-3%	-5%	?	-7%	-14%
COC(=O)c1cc(=O)n(CCc2ccc(OC)c(OC)c2)c(=Nc2ccc(F)c(Cl)c2)s1	18µM*	-7%	-3%	-2%	0%	-26	-1%	-18%	7%	?	-10%
O=C1CN(C(=O)C2CCC(=O)N(CCc3ccc(Cl)cc3)C2)CCN1 (centres undefined)	5%	-5%	5%	-6%	16%	2	2%	3%	.	1%	4%
COc1cccc(N2CCN(C(=O)CCn3c(=S)[nH]c4cc5c(cc4c3=O)OCO5)CC2)c1	-13%	-1%	4%	-1%	2%	.	0%	1%	7%	7%	.
Cc1ccc(CNC(=O)[C@H](C)NC(=O)C2CCN(C(=O)[C@@H]3CCCN3C(=O)OC(C)(C)C)CC2)cc1	-8%	-13%	12%	-5%	6%	12	0%	0%	-2%	2%	3%
CN(C)c1cc(-c2ccccc2)nc(N)n1	7%	-4%	6%	0%	3%	10	-2%	22%	2%	15%	2%
O=c1c2ccccc2[nH]c(=S)n1CCN1CCCCC1	-16%	2%	16%	6%	-4%	0	0%	2%	-10%	-5%	11%
Cc1ccn2c(-c3n[nH]c(=S)n3Cc3ccccc3)c(C)nc2c1	-8%	-19%	-3%	-4%	2%	-1	8%	1%	8%	0%	-5%
COc1ccc(C2/C(=C(\O)c3cccc(OC)c3)C(=O)C(=O)N2c2ccccn2)cc1 (centres undefined)	-3%	-8%	0%	0%	8%	4	-2%	-2%	46%[activator]	-8%	-9%
COc1cnc(SCc2ccc(Cl)cc2)nc1Cl	5%	-3%	13%	-1%	-5%	7	?	-1%	35%[activator]	-6%	5%
CCc1ccc(C(C)NC(=O)c2ccncc2)cc1 (centres undefined)	31%	1%	-2%	3%	0%	6	1%	-3%	5%	0%	-5%
COc1ccc(-c2nc(CN3CCN(C(=O)c4ccco4)CC3)c(C)o2)c(F)c1	11%	3%	10%	1%	7%	11	4%	1%	-11%	22%	-24%
COC(=O)c1ccccc1NC(=O)c1cccc(NC(=O)C(C)C)c1	18%	13%	-4%	-6%	-3%	61[activator]	?	-9%	1%	-8%	-6%
CCOC(CCNC(=O)c1cn(-c2cccc(C)n2)cn1)OCC	-13%	1%	-1%	-1%	5%	10	5%	3%	0%	-13%	-9%
CCn1c2ccccc2c2nnc(SCCN3CCCCC3)nc21	-3%[1.91 µM]	-7%	.	-5%	-3%	-8	0%&2%	-4%	-20%	18%	-8%
Fc1cccc(Cl)c1CSc1ccc2nnc(-c3ccccn3)n2n1	-21%	-3%	7%	-4%	-6%	-10	-5%	9%	-18%	-14%	-18%
COc1ccc(-c2noc(-c3ccc(Br)o3)n2)cc1	9%	-4%	19%	3.2µM*	2µM*	2	2.4µM*	?	.	6%	65%
CCOC(=O)C1=C(C)N=C2c3ccccc3C(=O)C2C1c1ccc(Cl)cc1 (centres undefined)	36%	3%	0%	-4%	-6%	-2	0%	-5%	?	1%	-58%
Cc1ccc(C(=O)C2=C(O)C(=O)N(Cc3cccnc3)C2c2ccc(Cl)cc2)o1 (centres undefined)	9%	1%	6%	-5%	1%	-4	-5%	3%	-26%	-8%	-28%
Cc1ccc(CN(C)CC(=O)NC(C)c2ccccc2)cc1 (centres undefined)	0%	2%	-2%	1%	-5%	3	-3%	0%	-21%	0%	-1%
O=C(O)c1cc(/C=C/c2ccc(N3CCOCC3)c([N+](=O)[O-])c2)nc2ccccc12	-41%	-27%	-4%	?	?	-19	1.2µM*	?	.	?	35%
O=C(N/C(=C\c1ccc(-c2ccccc2)o1)C(=O)N1CCOCC1)c1ccccc1	30%	2%	-2%	-7%	-7%	12	-2%	-5%	-24%	-5%	-34%
CCOc1ccc(C(C)=O)cc1CN1c2ccc(S(N)(=O)=O)cc2CC1C (centres undefined)	-19%	-3%	-3%	-1%	-5%	4	-1%	-3%	0%	-10%	-23%

Among those listed so far, these contain a Cl atom:
SMILES	RORgamma inh	PKM2 act	p53 reactivator	NPC1 promoter act	Rab9 promoter act	Giardia kill	FLuc modulator	ELG1 genotoxic	Menin-MLL TR inh	VP16 counter	BRCA1 expr up
CCC(=O)N1CCN(c2ccc(NC(=O)c3ccco3)cc2Cl)CC1	.	-1%	.	14%	24%	10	-17%	1%	2%	.	46%
Cn1c(CN2CCCC2)nc2cc(NS(=O)(=O)c3ccc(Cl)cc3)ccc21	-17%	8%	-3%	1%	-2%	13	0%	1%	-10%	-9%	-17%
COC(=O)c1cc(=O)n(CCc2ccc(OC)c(OC)c2)c(=Nc2ccc(F)c(Cl)c2)s1	18µM*	-7%	-3%	-2%	0%	-26	-1%	-18%	7%	?	-10%
O=C1CN(C(=O)C2CCC(=O)N(CCc3ccc(Cl)cc3)C2)CCN1 (centres undefined)	5%	-5%	5%	-6%	16%	2	2%	3%	.	1%	4%
COc1cnc(SCc2ccc(Cl)cc2)nc1Cl	5%	-3%	13%	-1%	-5%	7	?	-1%	35%[activator]	-6%	5%
Fc1cccc(Cl)c1CSc1ccc2nnc(-c3ccccn3)n2n1	-21%	-3%	7%	-4%	-6%	-10	-5%	9%	-18%	-14%	-18%
CCOC(=O)C1=C(C)N=C2c3ccccc3C(=O)C2C1c1ccc(Cl)cc1 (centres undefined)	36%	3%	0%	-4%	-6%	-2	0%	-5%	?	1%	-58%
Cc1ccc(C(=O)C2=C(O)C(=O)N(Cc3cccnc3)C2c2ccc(Cl)cc2)o1 (centres undefined)	9%	1%	6%	-5%	1%	-4	-5%	3%	-26%	-8%	-28%

Only part of the results is shown (hit frequency here may not be typical).
